High-throughput results: PubChem BioAssay, several laboratories
SDO1 yeast rescue: compounds rescuing growth of sdo1-depleted yeast, bone marrow failure model; S. cerevisiae sdo1-depleted JHY4D growth rescue, OD600 30 h; hits give high values; pdr5 snq2 efflux-pump mutant strain; z-score at 10 µM; 0.21% of 140,000 active; AID 817;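 active = z-score above 3 at both the 24 hr and the 30 hr optical density reads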;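 also: z-score against mean and SD of all compound wells on the same plate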
Insulin prom inh: TRM-6 insulin promoter activity inhibition | inhibition, % at 2 µM | TRM-6 cells (human fetal islet line), insulin promoter-eGFP reporter, imaging; reporter expression induced with tamoxifen | 0.9% of 130,000 active | AID 1273;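 active = inhibition above the mean plus 3 SD, with well images judged a real hit on visual review, cut at about 60% in these data, passing the limit was not always enough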
SDO1 yeast rescue Rescue 24 h: second read-out of SDO1 yeast rescue, no call of its own (marks repeat the call); z-score; S. cerevisiae sdo1-depleted JHY4D growth rescue, OD600; measured here: growth rescue at 24 h;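 0 is the plate mean of compound wells and units are plate SD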
Starred values were filed as active, the others as inactive; . = no result given. These rows are one share of the data; the hit share may differ from the screen's.

SMILES	SDO1 yeast rescue	SDO1 yeast rescue Rescue 24 h	Insulin prom inh
CCCCN(C(=O)CSc1nnc(-c2ccc(OC)cc2)n1CC)c1c(N)n(Cc2ccccc2)c(=O)[nH]c1=O	-0.02	-0.64	0
CC(C)C(NC(=O)CNC(=O)OC(C)(C)C)C(=O)NCc1ccccc1 (stereo not given)	-0.25	-0.59	8
CC(c1ccccc1)N1C(=O)C2C3C=CC(C4CC34)C2C1=O (stereo not given)	.	.	17
COc1ccc(C2/C(=C(\O)c3ccc4c(c3)OCCO4)C(=O)C(=O)N2Cc2ccco2)c(OC)c1 (stereo not given)	0.02	-1.5	58
C/C(=N\Nc1nnc2c3ccccc3n(C)c2n1)c1ccc(C)o1	-1.3	0.05	0
CC1CC1C(=O)NCCc1ccc(Cl)cc1 (stereo not given)	0.63	0.24	38
COc1cc2c(cc1NC(=O)c1cc(-c3ccncc3)nc3ccccc13)oc1ccccc12	0.02	1.2	-20
c1ccc(CSc2ccc(-c3ccccn3)nn2)nc1	.	.	-50
N#Cc1ccc(N2C(=O)[C@@H]3C(C(=O)C(c4ccccc4)c4ccccc4)=NN[C@@H]3C2=O)cc1	1.4	0.55	0
Cc1cc(C(=O)NCc2cccnc2)n(-c2ccccc2)n1	-0.1	-0.59	.
COc1ccccc1OC(=O)C1CC(=O)N(c2ccc(Cl)cc2)C1 (stereo not given)	0.64	0.64	9
CC(=O)Nc1ccc(NC(=O)COC(=O)c2ccc(C)s2)cc1	-1.1	-0.89	-47
NC(=O)C1CCN(CC(=O)c2c[nH]c3ccc(F)cc23)CC1	-0.19	-0.56	16
Cc1nc(SCC(=O)Nc2ccc(F)cc2)c(C#N)c(C)c1CC(=O)c1ccc(Br)cc1	-0.94	-0.03	42
CCn1c(C)nc2cc(C(=O)NNC(=O)CCC3CCCC3)ccc21	1.2	0.79	.
CCOC(=O)C1CCCN(C(=O)CC(C)c2ccccc2)C1 (stereo not given)	-0.37	-0.31	-14
O=C(NCCc1cccs1)c1ccc(Cl)c(Cl)c1	.	.	-55
Cc1ccc(S(=O)(=O)N2CCCC2)cc1[N+](=O)[O-]	1.1	2.1	-3
COc1ccc(S(=O)(=O)NC(CC(=O)NCc2ccco2)C(C)C)cc1 (stereo not given)	0.46	-0.01	.
O=C(C1CCC(=O)N1C1CCCCC1)N1CCN(c2ccc(F)cc2)CC1 (stereo not given)	0.38	0.08	.
N#CN(CC(N)=O)c1nc(N2CCCCC2)nc(N2CCCCC2)n1	-0.52	-1.1	0
Fc1ccc(-n2c(-c3cccs3)nc3nc4ccccc4nc32)cc1	-1.2	-0.99	0
O=C(Cc1coc(-c2ccc(F)cc2)n1)Nc1ccccc1	3.2*	3.2*	4
CCOC(=O)c1sc(NC(=O)CSc2ccccn2)c(C#N)c1C	-0.24	0.61	-72
c1ccc(-c2nnc(SCc3nc4ccccc4[nH]3)n2Cc2ccco2)nc1	-0.94	-1.9	-62
COc1ccc(S(=O)(=O)NCc2ccc(C)cc2)cc1	-1.9	-1.4	-3
O=C(Cc1ccc(Cl)cc1)Nc1ccc(N2CCN(C(=O)c3ccco3)CC2)c(Cl)c1	-1.3	1.1	-52
COc1ccc(NC(=O)CCC(=O)c2ccc(-c3ccccc3)cc2)cc1	0.47	0.41	-13
COc1ccc(CCN(Cc2cccs2)S(=O)(=O)c2ccc(S(=O)(=O)N3CCC(C)CC3)cc2)cc1OC	-1.3	-0.67	7
COc1cc(OC)c2c(c1)C(=O)OC2	0.32	0.06	-7
CC(C)(C)C1CCc2c(sc(NC(=O)c3ccco3)c2C(N)=O)C1 (stereo not given)	-1	-0.62	-4
CC(=O)NC(NC(C)=O)c1ccc(Br)cc1	-0.08	-0.25	0
CCn1c(SCC(=O)Nc2cccc(OC)c2)nnc1-c1ccc(Cl)cc1	-0.49	-0.69	24
Cc1ccc(NC(=O)CN(C)C(=O)CCC(=O)c2cccs2)cc1	1.2	0.76	.
COC(CNC(=O)C1CCCCC1C(=O)O)OC (stereo not given)	0.16	-0.33	38
Cc1cc(C(=O)COc2cccnc2[N+](=O)[O-])c(C)n1Cc1ccco1	.	.	-3
O=C(COc1ccc(S(=O)(=O)NCc2ccccc2)cc1)NCC1CCCO1 (stereo not given)	0.5	0.07	-55
Cc1ccc(NCc2nnc3n2CCCCC3)cc1	0.29	0.46	.
Clc1cccc(N2CCN(CCNc3nc4ccccc4n4cnnc34)CC2)c1	-1.1	-1.1	-127
CCOC(=O)C1CCN(C(=O)CNS(=O)(=O)c2cccs2)CC1	2	3.9	53
COc1ccc(-c2cc(C3CCN(c4ccc(C(C)=O)cc4[N+](=O)[O-])CC3)[nH]n2)cc1	-1.6	-0.62	37
Fc1ccc(-c2csc3[n+]2CCS3)cc1	0.35	-0.09	50
Cc1nnc(C)n1/N=C/c1ccc(C(=O)O)cc1	1.8	2.4	-38
COc1cc(C(=O)CSc2nnc(-c3ccc(O)cc3)n2CC2CCCO2)ccc1NC(C)=O (stereo not given)	0.12	-0.46	0
CC1C=CC(C)C(C(=O)O)C1C(=O)O (stereo not given)	0.47	0.18	15
CCOC(=O)c1sc(NC(=O)CN2CCCC2)c(C(=O)OCC)c1C	0.51	0.93	-53
CC(C)(C)NC(=O)COc1ccc(CNc2ccc3[nH]c(=O)[nH]c3c2)cc1	1.8	0.8	9
N=c1c2c(-c3ccccc3)c(-c3ccccc3)oc2ncn1CCN1CCOCC1	-1.4	0.77	.
COc1ccc(S(=O)(=O)N2CCC(=O)N2)cc1	1.4	1.3	33
O=C(c1cc([N+](=O)[O-])ccc1N1CCCC1)N1CCCC1	.	.	-14
Other results.
SMILES	SDO1 yeast rescue	SDO1 yeast rescue Rescue 24 h	Insulin prom inh
CCn1c(-c2cccnc2Cl)nc2cc(Cl)c(Cl)cc21	-1.4	-1.1	-4
COc1ccc(C(NC(=O)/C=C/c2ccco2)c2ccc(OC)cc2)cc1	0.53	0.76	.
Cc1ccccc1SCC(=O)Nc1ccc(N2CCOCC2)cc1	.	.	8
COc1cccc(/C=N/Nc2ncnc3scc(-c4ccccc4)c23)c1OC	-1.1	-0.52	-9
Cc1cc(NC(=O)c2ccco2)no1	0.36	0.58	64
CCN(CC)CCCNC(=O)c1nn(-c2cccc(OC)c2)c(=O)c2ccccc12	-0.03	-0.03	-64
Cc1ccc(OCC(=O)NN2C(=O)c3ccccc3C2=O)c(C)c1	-0.33	-0.92	27
COc1ccc(C(=O)COC(=O)CN2CC(=O)Oc3ccccc32)cc1Br	0.09	-0.41	.
CCOC(=O)c1c(C)oc2c(F)c(F)c(F)c(F)c2c1=O	-1.8	-1.6	.
CC/C(=N\N=C1\SC(C)C(=O)N1Cc1ccco1)c1ccccc1 (stereo not given)	-0.55	-0.12	30
Cc1sc(NC(=O)Cn2c(=O)oc3ccccc32)nc1-c1ccc(Cl)cc1	-1.8	-1.3	.
CN1CCN(CCC(=O)Nc2ccc3c(c2)OCO3)CC1	1.2	1.6	32
c1ccc(Sc2cnc3ccccc3n2)cc1	-1.1	-1.6	-68
N#CCCn1nc(-c2ccccc2)cc1Nc1ccccc1NC(=O)C(F)(F)F	0.43	0.39	15
O=C(Cn1c2ccccc2c2nc3n(c(=O)c21)CCS3)Nc1ccccc1C(F)(F)F	.	.	7
CCOC(=O)C1CCN(C(=O)Nc2ccccc2Cl)CC1	0.06	-0.38	.
COc1ccc(C)cc1NC(=O)CNc1ccc(C(C)=O)cc1	0.93	1.1	12
CC(C)c1ccc(Oc2cccc(C(=O)/C(C#N)=C/N(C)C)c2)cc1	-1.9	-1.5	26
O=C(CCCSc1nc2ccccc2s1)Nc1nccs1	0.05	-0.32	50
Cc1cccc(NC(=S)NNC(=O)CCn2nc(C)c([N+](=O)[O-])c2C)c1	1.3	0.32	-254
CS(=O)(=O)N1CCC(C(=O)Nc2ccc3c(c2)OCO3)CC1	0.3	-0.76	-20
COc1ccc(N2CCN(C(CNC(=O)C(=O)NCCc3c[nH]c4ccccc34)c3ccco3)CC2)cc1 (stereo not given)	-1.1	-0.21	-45
O=C(Nc1cccc2cccnc12)c1cccc(N2C(=O)CCC2=O)c1	0.1	-0.69	-15
Cc1ccc(OCCCC(=O)NC(C)c2ccccc2)c(C)c1 (stereo not given)	.	.	40
CC(=O)Nc1ccc(OCC(=O)c2ccc(C)cc2C)cc1	-1	-1.4	62
CCCCc1c(C(=O)O)cc(OC)cc1C(=O)O	0.33	-0.66	48
Cc1cc(C(F)(F)F)nn1CCCNC(=O)c1cnccn1	-0.36	-0.67	-12
CC(=O)C1=C(O)CC(C)(C)CC1=NCCc1nc2ccccc2[nH]1	.	.	-47
c1nc(COc2nsnc2N2CCOCC2)cs1	0.03	1.6	9
CC(C)c1ccc(NC(=O)CCN2C(=O)c3ccc([N+](=O)[O-])cc3C2=O)cc1	0.4	-0.11	-14
CCOC(=O)/C(C#N)=C1/SC(C)C(=O)N1c1ccc(Br)cc1 (stereo not given)	2.1	2.2	27
CCCCCCN1C2=NCCN2c2ccccc21	1.5	1.6	84*
CCOC(=O)c1sc(N)c(C(=O)OCC)c1COC(=O)C1CC(=O)N(Cc2ccco2)C1 (stereo not given)	0.48	0.29	-61
CCCC1CCc2c(sc(N)c2C(N)=O)C1 (stereo not given)	-0.23	0.63	-10
c1ccc(CC2CCN(C(c3cccs3)c3nnnn3C3CCCC3)CC2)cc1 (stereo not given)	-1.6	-0.78	14
O=S(=O)(c1cc(F)cc(F)c1)N1CCN(c2ncccn2)CC1	0.64	-0.16	7
CCOC(=O)CNC(=O)Nc1cccc(Cl)c1C	0.96	0.74	-11
CC(C)CN(C(=O)CN1CCN(c2ccccc2O)CC1)c1c(N)n(CC(C)C)c(=O)[nH]c1=O	-0.86	-1.6	-7
O=C(CN1C2CCC1CC(NC(=O)Nc1ccccc1)C2)NCc1ccco1 (stereo not given)	-0.23	-0.73	58
COc1ccc(NC(=O)C2CC(=O)N(Cc3ccc(C)cc3)C2)cc1S(=O)(=O)N1CCCCC1 (stereo not given)	1.1	0.74	46

One compound at a time (already shown).
Profile of `CCOC(=O)CNC(=O)Nc1cccc(Cl)c1C` : SDO1 yeast rescue = 0.96; SDO1 yeast rescue Rescue 24 h = 0.74; Insulin prom inh = -11
Profile of `CCCCCCN1C2=NCCN2c2ccccc21` : SDO1 yeast rescue = 1.5; SDO1 yeast rescue Rescue 24 h = 1.6; Insulin prom inh = 84*
Profile of `CCOC(=O)c1sc(N)c(C(=O)OCC)c1COC(=O)C1CC(=O)N(Cc2ccco2)C1` (stereo not given) : SDO1 yeast rescue = 0.48; SDO1 yeast rescue Rescue 24 h = 0.29; Insulin prom inh = -61

Later entries.
SMILES	SDO1 yeast rescue	SDO1 yeast rescue Rescue 24 h	Insulin prom inh
COc1ccccc1NC(=O)N1CCCC1C(=O)Nc1ccc(NC(C)=O)cc1 (stereo not given)	0.57	0.63	19
Cc1noc(C)c1S(=O)(=O)N(CC(=O)NCc1ccc2c(c1)OCO2)c1ccc(C(C)C)cc1	-1.8	-1.8	.
O=C(CN1CCOCC1)Nc1ccccc1NC(=O)C1CCN(c2ncccn2)CC1	-0.57	-0.54	0
O=C(CCn1c2c(c3ccccc31)CCCC2)NNC(=O)c1ccccc1Cl	-1.4	-1.3	.
CCCC(C)NC(=O)/C=C/c1cccc([N+](=O)[O-])c1 (stereo not given)	0.36	0.06	19
COC(=O)[C@H](C)NC(=O)Nc1ccccc1C(F)(F)F	0.45	0.08	.
Cc1cccc(C)c1NC(=O)Nc1ccc2c(c1)OCO2	.	.	27
COc1ccc2nc(NC(=O)c3ccc(-c4cccc([N+](=O)[O-])c4)o3)sc2c1	-1	-0.4	.
Cc1ccccc1Nc1nc(N)nc(COC(=O)c2ccc(O)cc2)n1	-0.01	-0.57	-20
Cc1ccc(N2CC(C(=O)OCC(=O)C(C)(C)C)CC2=O)cc1C (stereo not given)	-0.46	-1	.

Already shown: an excerpt of the list.
SMILES	SDO1 yeast rescue	SDO1 yeast rescue Rescue 24 h	Insulin prom inh
COc1ccccc1NC(=O)N1CCCC1C(=O)Nc1ccc(NC(C)=O)cc1 (stereo not given)	0.57	0.63	19
Cc1noc(C)c1S(=O)(=O)N(CC(=O)NCc1ccc2c(c1)OCO2)c1ccc(C(C)C)cc1	-1.8	-1.8	.
O=C(CN1CCOCC1)Nc1ccccc1NC(=O)C1CCN(c2ncccn2)CC1	-0.57	-0.54	0

Other structures follow.
SMILES	SDO1 yeast rescue	SDO1 yeast rescue Rescue 24 h	Insulin prom inh
CCOc1ccccc1NC(=O)C(NCC1(N2CCCCC2)CCCCC1)c1ccccc1 (stereo not given)	.	.	-129
CCOC(=O)Cn1c(=S)[nH]c2c(oc3ccc(Cl)cc32)c1=O	0.15	0.87	33
C=CCNC(=S)NNC(=O)C(CCC(C)C)CC(C)O (stereo not given)	0.95	0.59	-34
Cc1ccc(NC(=O)CSc2nnc(-c3ccncc3)n2C)cc1S(=O)(=O)N1CCOCC1	.	.	8
CC1CCN(c2ncccc2C(=O)O)CC1	-0.43	-0.46	50
CO[C@@H]1O[C@@H]2COC(c3ccccc3)O[C@@H]2[C@@H](OC)[C@@H]1O (stereo not given in full)	2	2.2	0
COc1ccc(/C=C/C(=O)N(C)C2CCS(=O)(=O)C2)cc1OC (stereo not given)	0.47	0.28	0
